# Screens from PubChem.
# ABCG2 inh: ABCG2 efflux pump inhibitors, primary screen, multiplex with ABCB1, IgMXP3 cells, flow cytometry; Broad substrate specificity ATP-binding cassette transporter ABCG2 (Homo sapiens), Q9UNQ0; JC-1 efflux; inhibition, % at 6.6 µM; 190,000 compounds, 0.1% hits; AID 1325, 2008;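 active means inhibition above 80%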;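 further: 0% = DMSO and 100% = nicardipine control wells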
# Target sequence (Q9UNQ0 whole entry, looked up): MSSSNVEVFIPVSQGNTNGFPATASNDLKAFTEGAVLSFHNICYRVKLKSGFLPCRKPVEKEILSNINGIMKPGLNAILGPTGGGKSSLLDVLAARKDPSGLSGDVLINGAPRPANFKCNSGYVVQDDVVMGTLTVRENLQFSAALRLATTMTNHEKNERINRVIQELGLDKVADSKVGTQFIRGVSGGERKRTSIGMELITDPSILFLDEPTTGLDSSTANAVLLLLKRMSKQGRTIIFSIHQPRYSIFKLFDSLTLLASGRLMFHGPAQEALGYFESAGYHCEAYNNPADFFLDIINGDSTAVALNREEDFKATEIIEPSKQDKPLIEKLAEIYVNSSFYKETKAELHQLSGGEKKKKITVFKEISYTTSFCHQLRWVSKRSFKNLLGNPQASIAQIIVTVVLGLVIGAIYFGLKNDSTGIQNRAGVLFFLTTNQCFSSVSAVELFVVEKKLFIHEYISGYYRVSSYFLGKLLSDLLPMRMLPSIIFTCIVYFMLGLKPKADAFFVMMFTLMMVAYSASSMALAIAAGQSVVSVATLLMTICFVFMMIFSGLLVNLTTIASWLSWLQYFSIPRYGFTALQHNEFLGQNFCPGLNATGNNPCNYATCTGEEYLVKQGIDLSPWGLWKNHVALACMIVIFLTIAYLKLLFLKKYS
#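 System: two drug-resistant human cell lines, ABCG2 and ABCB1; controls: nicardipine high and DMSO low controls; times: 10 min exposure at 25 °C with rotation, no wash; detection: flow cytometry of retained JC-1 fluorescence; read-out basis: percent efflux inhibition, scaled nicardipine 100% to DMSO 0%; doses: one concentration, 6.6 µM final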
# Pf gamet viab: late stage P. falciparum gametocyte viability inhibitors, primary screen, ATP luminescence, HTS. 150,000 compounds, 0.065% hits. inhibition, % at 10.9 µM. P. falciparum stage V gametocytes, 24 h. AID 743093, 2013;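 active means inhibition above the mean plus 3 SD of compounds within the control limits, set per campaign, cut at about 38% in these data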;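 further: 0% = DMSO wells and 100% = medium only without gametocytes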
# HRas wt GTP: modulators of GTP binding to HRas wildtype, primary screen, biochemical, bead-based flow cytometry, multiplex | AID 759, 2007 | GTP binding activity, % at 10 µM | GST-Ras wt beads, Bodipy-FL-GTP binding; actives lie on both sides | 190,000 compounds, 0.14% hits;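 active means GTP binding activity at least 20% away from the 100% baseline, either lowered as inhibitor or raised as activator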;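 further: 0% = unlabeled GTP competition control and 100% = no-compound control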
# Target sequence (P01112 whole entry, looked up): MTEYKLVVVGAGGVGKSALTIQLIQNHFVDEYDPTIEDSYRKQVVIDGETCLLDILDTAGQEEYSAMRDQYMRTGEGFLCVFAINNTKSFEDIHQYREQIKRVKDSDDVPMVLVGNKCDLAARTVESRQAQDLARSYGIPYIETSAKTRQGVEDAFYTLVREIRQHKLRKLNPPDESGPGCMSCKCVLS
# Cdc42 wt GTP: modulators of GTP binding to wildtype Cdc42, primary screen, biochemical, multiplex bead flow cytometry, Bodipy-GTP | percent activity (GTP binding), % at 10 µM | GST-Cdc42 beads; actives lie on both sides | 190,000 compounds, 0.2% hits;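 active means percent activity GTP binding at least 20 points away from the 100% baseline, either down as inhibitor or up as activator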;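 further: median bead fluorescence of bound Bodipy-FL-GTP at 100 nM; 0% = excess unlabeled GTP control and 100% = no compound control; below 100% means less GTP binding so inhibitor and above means activator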
# Target sequence (P60953 whole entry, looked up): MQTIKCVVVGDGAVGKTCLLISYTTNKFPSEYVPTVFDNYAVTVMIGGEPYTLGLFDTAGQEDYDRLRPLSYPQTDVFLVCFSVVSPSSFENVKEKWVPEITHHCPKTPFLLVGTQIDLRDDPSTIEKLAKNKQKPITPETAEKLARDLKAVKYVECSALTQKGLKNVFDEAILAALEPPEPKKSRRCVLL
# Avidin fluor: green autofluorescence of compounds with avidin beads – biophysical, 488/530 nm, flow cytometry, artefact control, profiling panel; compound fluorescence 488/530 nm; stronger effect = higher value; fluorescence (KMESF) at 10 µM; 220,000 compounds, 0.38% hits; AID 1775, 2009; in the data active means fluorescence above about 47; further: inactives centre near 10
# Rac1 wt GTP bind: wildtype Rac1 GTP binding modulators, primary screen, biochemical, GST-Rac1 beads, flow cytometry, multiplex. Ras-related C3 botulinum toxin substrate 1 (Homo sapiens), P63000. 190,000 compounds, 0.27% hits. GTP binding activity (% of control), % at 10 µM. fluorescent GTP binding; actives lie on both sides; 0 = cold GTP competed, 100 = untreated. AID 757, 2007;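 active means GTP binding activity at least 20 points away from the 100% control level, either lower or higher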
# Rab2 wt GTP: modulators of GTP binding to Rab2A wildtype, primary screen, biochemical, dog, bead-based flow cytometry, multiplex | 190,000 compounds, 0.19% hits | Ras-related protein Rab-2A (Canis lupus familiaris), P61105 | GTP binding activity, % at 10 µM | GST-Rab2 wt beads, Bodipy-GTP binding;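 active means GTP binding activity at least 20 points away from 100%, either lowered or raised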;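 further: 0% = beads with excess unlabeled GTP and 100% = no-compound control corrected for plate trend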
# Rac1 act GTP bind: GTP binding modulators of activated mutant Rac1, primary screen, biochemical, bead-based flow cytometry, multiplex, fluorescent GTP; Ras-related C3 botulinum toxin substrate 1 (Homo sapiens), P63000; GST-Rac1 activated beads; actives lie on both sides; 100% means binding = to untreated wells; percent activity (GTP binding), % at 10 µM; 190,000 compounds, 0.11% hits; AID 764, 2007;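 active means GTP binding at least 20 percentage points away from the 100% baseline, in either direction, so actives lie on both sides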
# ABCB1 inh: ABCB1 efflux pump inhibitors, primary screen, cell-based, multiplex, flow cytometry, ABCG2 counter-screen. CCRF-Adr cells, JC-1 efflux. ATP-dependent translocase ABCB1 (Homo sapiens), P08183. 190,000 compounds, 0.067% hits. AID 1326, 2008. inhibition, % at 6.6 µM; in the data active means inhibition above about 40%;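 further: 0% = vehicle and 100% = reference inhibitor; higher value means more JC-1 retained so stronger ABCB1 efflux block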
# Rab7 wt modul: modulators of GTP binding to Rab7, primary screen, biochemical, wildtype, multiplex bead flow cytometry; GTP binding activity (percent of control), % at 10 µM; Rab7 GTPase wild type (dog), Bodipy-FL-GTP binding; GST-Rab7 beads, fluorescent GTP binding; actives lie on both sides; untreated = 100%, excess cold GTP = 0%; 190,000 compounds, 0.055% hits; AID 758, 2007;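 active means fluorescent GTP binding to Rab7 beads changed by at least 20 points from the 100% baseline, either direction, mostly lower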;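 further: median green fluorescence of bound Bodipy-FL-GTP per Rab7 bead population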
# Mcl1-Noxa inh: Mcl-1/Noxa binding inhibitors, primary screen, biochemical, TR-FRET, 1536-well; inhibition, % at 21.7 µM; TR-FRET Mcl-1/Noxa peptide binding, 2 h; Induced myeloid leukemia cell differentiation protein Mcl-1 (Homo sapiens), Q07820; 220,000 compounds, 1.5% hits;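 active means compounds that cut the protein-peptide binding signal by more than 50% relative to plate controls in a single-dose test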;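 further: His-tagged Mcl-1 with rhodamine Noxa BH3 peptide and terbium anti-His antibody; 0% = Mcl-1 plus Noxa peptide wells and 100% = peptide-only wells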
# The depositor's hits bear a star; / = no result given.
SMILES	Rab7 wt modul	Rac1 act GTP bind	Mcl1-Noxa inh	Rac1 wt GTP bind	Avidin fluor	Pf gamet viab	ABCG2 inh	HRas wt GTP	Rab2 wt GTP	ABCB1 inh	Cdc42 wt GTP
CCn1c(-c2cccnc2Cl)nc2cc(Cl)c(Cl)cc21	100	97	-22	100	5	/	5	98	96	1.2	98
COc1cccc(-c2noc(Cn3nc(C)c([N+](=O)[O-])c3C)n2)c1	103	101	25	105	27	/	0	104	103	0.5	105
COc1ccc(C(NC(=O)/C=C/c2ccco2)c2ccc(OC)cc2)cc1	100	100	48	101	5	8	-2	99	97	-0.1	105
Cc1ccccc1SCC(=O)Nc1ccc(N2CCOCC2)cc1	103	99	22	100	9	3	1	97	98	-0.1	98
COc1cccc(/C=N/Nc2ncnc3scc(-c4ccccc4)c23)c1OC	100	97	5	100	12	/	6	101	101	1.3	103
Cc1cc(NC(=O)c2ccco2)no1	98	96	-11	98	4	/	1	97	98	0.3	98
COc1ccc(CCNC(=O)c2cc(=O)n(C)c(=O)n2C)cc1OC	103	96	11	97	15	10	10	99	97	2.7	101
COc1ccc(NS(=O)(=O)c2cccc(NC(=O)c3cnccn3)c2)cc1Br	89	91	1	90	9	9	4	91	88	0.0	90
CCN(CC)CCCNC(=O)c1nn(-c2cccc(OC)c2)c(=O)c2ccccc12	98	100	-5	104	13	/	7	100	100	1.0	105
CN(C)S(=O)(=O)c1cccc(-c2nnc(-c3ccccc3)o2)c1	94	96	-3	99	2	/	1	97	96	1.5	95
COC(=O)[C@H](CCSC)NC(=O)N1CCN(c2cccc(C(F)(F)F)c2)CC1	96	101	-4	105	11	/	18	101	101	0.9	106
CC(=O)C(C)Oc1ccc(Cc2ncc(C(F)(F)F)cc2Cl)cc1 (centres undefined)	98	91	-3	92	10	-17	-4	94	96	0.8	91
Cc1ccc(OCC(=O)NN2C(=O)c3ccccc3C2=O)c(C)c1	91	91	2	92	12	/	2	95	92	0.7	95
Cc1ccc(SCC(=O)N2c3ccccc3Sc3ccccc32)cc1	100	95	-3	97	21	/	8	100	99	1.3	96
CCN(CC)S(=O)(=O)c1cc(NC(=O)C(C)OC(=O)c2[nH]c(C)c(C(C)=O)c2C)ccc1C (centres undefined)	92	100	2	100	6	2	3	95	98	1.0	97
COc1cc(NS(=O)(=O)c2ccc(NC(=S)NC(=O)COc3ccccc3OC)cc2)nc(OC)n1	95	87	10	92	11	8	-2	92	91	-0.4	91
COc1cccc(OC)c1C(=O)NNC(=O)c1ccccc1-n1cccc1	101	97	-4	102	12	-11	-1	101	101	0.0	101
COc1ccc(Cl)cc1N/C(N)=N/c1nc(C)cc(C)n1	96	98	8	103	12	15	7	99	99	0.6	101
Cc1c(Cl)cccc1NC(=S)NCC(C)C	100	99	2	104	6	2	0	101	102	-0.3	98
OC(CCN1CCC2(CC1)OCCO2)C(F)(F)F (centres undefined)	104	94	16	97	14	-20	1	99	96	0.3	96
Cc1cc(C(=O)N2CCCC(C(=O)c3cc(F)ccc3F)C2)c(C)o1 (centres undefined)	106	94	-6	99	2	11	3	99	102	0.5	98
CCN(CC)S(=O)(=O)c1ccc2[nH]cc(C(=O)NCCc3ccc(OC)c(OC)c3)c(=O)c2c1	98	101	-17	107	7	/	0	101	100	0.0	103
Cc1ccc(NC(=O)CN2C(=O)S/C(=C\c3cccn3-c3cccc(C(=O)O)c3)C2=O)cc1C	99	91	35	97	10	22	-2	93	93	-0.3	91
COc1ccc(CCNC(=O)CCN2C(=O)COc3ccccc32)cc1OC	95	95	4	93	15	-16	4	97	95	0.8	97
COC(=O)c1ccc(/C=N\N2CCN(Cc3ccc(C)cc3)CC2)cc1	99	98	-2	103	11	/	0	99	100	-0.1	101
O=C(COc1ccc(C(=O)c2ccc(F)cc2)cc1)NCc1ccc(F)cc1	96	93	8	94	13	14	2	96	93	0.1	95
Cc1nonc1NC(=O)CSc1nc2cc(Cl)ccc2c2c1CCCC2	93	96	-20	100	31	/	20	94	96	1.3	96
C=C(C)CNC(=S)N/N=C/c1ccc(NC(C)=O)cc1	106	97	8	102	11	-9	5	99	100	0.5	97
COc1ccc(C(=O)COC(=O)CN2CC(=O)Oc3ccccc32)cc1Br	100	100	-94	101	24	-8	1	100	101	0.2	102
CCOC(=O)c1c(C)oc2c(F)c(F)c(F)c(F)c2c1=O	97	101	-5	103	7	4	1	101	101	0.2	104
Cc1cc(NC(=O)CSc2nnc(-c3ccccc3)n2C)no1	104	98	-1	101	12	8	2	99	98	0.5	96
NC(=O)CC1NC(=O)c2ccccc21 (centres undefined)	99	99	4	105	34	12	2	99	97	0.3	100
COc1ccc(OC)c(S(=O)(=O)N(C)CC(=O)N2CCN(c3ccccc3)CC2)c1	99	98	9	102	8	/	4	100	99	1.6	102
CC/C(=N\N=C1\SC(C)C(=O)N1Cc1ccco1)c1ccccc1 (centres undefined)	97	101	-15	104	12	-14	8	99	99	0.3	102
CSC(=Nc1cccc(C)c1)NC#N	98	100	3	100	2	/	12	99	98	0.5	103
C/C(=N/NC(=O)CNC(=O)/C=C/c1ccco1)c1ccc(Cl)cc1	108	97	22	105	10	/	4	102	102	0.6	106
Cc1sc(NC(=O)Cn2c(=O)oc3ccccc32)nc1-c1ccc(Cl)cc1	98	99	6	101	9	2	-7	96	99	-0.9	99
CCCN1C(=O)c2cc(C(=O)Nc3ccc(OC)c(OC)c3)ccc2C1Nc1ccc(OC)c(OC)c1 (centres undefined)	94	94	9	88	10	5	31	90	90	0.8	90
O=C(CCN1C(=O)c2ccccc2C1=O)NCc1ccncc1	100	101	-12	110	29	/	-3	100	100	-0.1	106
CN1CCN(CCC(=O)Nc2ccc3c(c2)OCO3)CC1	97	101	-5	108	6	/	5	102	100	0.9	104
O=C(Nc1ccc2nc[nH]c2c1)c1ccco1	97	98	25	100	17	/	2	98	99	0.2	102
COCCn1nnnc1CN1CCC(O)(c2cccc(C(F)(F)F)c2)CC1	102	100	6	101	6	27	0	100	99	0.1	103
c1ccc(Sc2cnc3ccccc3n2)cc1	98	99	-14	103	44	/	5	101	101	1.1	103
N#CCCn1nc(-c2ccccc2)cc1Nc1ccccc1NC(=O)C(F)(F)F	95	98	5	103	7	-16	12	97	98	0.8	101
O=C(Cn1c2ccccc2c2nc3n(c(=O)c21)CCS3)Nc1ccccc1C(F)(F)F	98	93	-14	102	10	-3	10	97	96	5.7	97
CCOC(=O)C1CCN(C(=O)Nc2ccccc2Cl)CC1	98	99	-12	99	15	-3	8	98	96	1.1	98
COc1ccc(C(=O)c2ncc(C(F)(F)F)cc2Cl)cc1	89	97	1	95	10	/	3	96	93	1.0	96
Cc1nnc(NC(=O)NC(C)N2C(=O)C3C4C=CC(C4)C3C2=O)s1 (centres undefined)	97	93	14	93	7	/	-1	95	95	0.1	97
CCCCn1c(N)c(NCc2ccccc2OC)c(=O)[nH]c1=O	89	93	-7	95	8	4	3	94	95	0.3	96
COc1ccc(C)cc1NC(=O)CNc1ccc(C(C)=O)cc1	102	99	11	107	1	/	0	103	102	0.2	103

# A stretch from the list above, as a working copy:
SMILES	Rab7 wt modul	Rac1 act GTP bind	Mcl1-Noxa inh	Rac1 wt GTP bind	Avidin fluor	Pf gamet viab	ABCG2 inh	HRas wt GTP	Rab2 wt GTP	ABCB1 inh	Cdc42 wt GTP
CCn1c(-c2cccnc2Cl)nc2cc(Cl)c(Cl)cc21	100	97	-22	100	5	/	5	98	96	1.2	98
COc1cccc(-c2noc(Cn3nc(C)c([N+](=O)[O-])c3C)n2)c1	103	101	25	105	27	/	0	104	103	0.5	105

# The results go on:
SMILES	Rab7 wt modul	Rac1 act GTP bind	Mcl1-Noxa inh	Rac1 wt GTP bind	Avidin fluor	Pf gamet viab	ABCG2 inh	HRas wt GTP	Rab2 wt GTP	ABCB1 inh	Cdc42 wt GTP
CC(C)CC(=O)Nc1sc2c(c1C(=O)O)CCCCC2	100	83	21	86	9	-13	6	89	87	0.0	86
CC(C)c1ccc(Oc2cccc(C(=O)/C(C#N)=C/N(C)C)c2)cc1	98	96	-4	100	7	/	1	97	97	0.1	98
O=C(CCCSc1nc2ccccc2s1)Nc1nccs1	98	95	14	98	4	-18	2	98	97	0.7	100
Cc1cccc(NC(=S)NNC(=O)CCn2nc(C)c([N+](=O)[O-])c2C)c1	102	99	0	102	4	-7	0	102	102	-0.1	98
CCn1cc([N+](=O)[O-])c(C(=O)N2N=C(c3ccc(O)c(OC)c3)CC2c2ccccc2O)n1 (centres undefined)	98	99	3	102	6	-14	8	98	100	3.9	98
COc1ccc(NC(=O)CC2(Cc3ccccc3)CCOC(C)(C)C2)cc1 (centres undefined)	98	100	19	104	14	6	-1	102	104	-0.2	102
CS(=O)(=O)N1CCC(C(=O)Nc2ccc3c(c2)OCO3)CC1	100	98	7	100	13	/	15	100	101	-0.5	104
COc1ccc(N2CCN(C(CNC(=O)C(=O)NCCc3c[nH]c4ccccc34)c3ccco3)CC2)cc1 (centres undefined)	97	101	7	107	13	/	17	101	100	3.2	102
CCOc1ccccc1NC(=O)CSc1nnc(-c2ccco2)n1Cc1ccco1	98	97	-3	100	6	/	8	98	96	2.3	99
O=C(Nc1cccc2cccnc12)c1cccc(N2C(=O)CCC2=O)c1	98	100	-2	106	13	/	3	99	100	0.4	101
Cc1ccc(OCCCC(=O)NC(C)c2ccccc2)c(C)c1 (centres undefined)	97	97	12	94	11	14	16	95	97	1.3	94
CCc1nc2ccccc2c(C(=O)NCc2ccc(OC)cc2)c1C	106	98	-1	100	20	21	4	99	102	1.7	95
C/C(=N\NC(=O)c1ccccn1)C12CC3CC(CC(C3)C1)C2	96	97	45	102	8	/	3	101	101	0.0	104
